Source: PubChem
Vif-A3G inh – Vif-A3G binding inhibition | Q9HC16 | HeLa A3G-eYFP + Vif (tagged APOBEC3G with the HIV-1 protein that degrades it), YFP fluorescence, overnight | Potency, µM (doses to about 46.1 µM), for inactives: at the top dose activity, negative = active, hits mostly inhibitors | actives 0.076% (n = 410,000);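 also: potency is read from the fitted curve at half-maximal effect; % is scaled to controls: 0 for no effect and ±100 for the full control effect; nearly all actives have a fitted effect of over 60% in size; hits raise eYFP signal because A3G escapes Vif-driven loss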
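Read-out is eYFP fluorescence (Ex 488/Em 500-530) from Vif-expressing HeLa A3G-eYFP cells; more signal means A3G escaped Vif-mediated degradation. Cells plated overnight, compound pinned in, incubated overnight at 37 deg C.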
Vif-A3F inh – blocks the Vif interaction with APOBEC3F | HeLa A3F-eYFP + Vif (tagged APOBEC3F with the HIV-1 protein that degrades it), YFP fluorescence increase | Potency, µM (titrated, usually from 46.1 µM), for the others: top-dose activity, negative = active | actives 0.2% (n = 390,000) | AID 602313; also: potency is read from the fitted curve at half-maximal effect; % of control where 0% means no effect; nearly all actives have a fitted effect of over 65% in size
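HeLa cells stably expressing A3F-eYFP plus Vif, plated and incubated overnight at 37 deg C, then exposed to compounds overnight at 37 deg C. Blocked degradation read as raised yellow fluorescence (Ex 488/Em 500-530).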
PI4K2A inh – inhibitors of human PI4K2A. Q9BTU6. purified PI4K2A, ADP-Glo luminescence, 1 h; stronger effect = lower value. activity change, negative = inhibition, % at 76.9 µM. actives 0.13% (n = 420,000); in the data active = activity change below about -50%; inconclusive = mostly about -30% to -49%;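 also: -100% = wells without enzyme as full effect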
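Compounds are screened against recombinant PI4K2A using PI as substrate and ATP, the latter dispensed at 300 microM. Reactions run one hour at ambient temperature before ADP-Glo detection; full inhibition defined by wells lacking enzyme.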
RXFP1 agonist – RXFP1 (human) receptor agonism. Q9HBX9. HEK293T-RXFP1 cAMP TR-FRET, 30 min; response scale: percent of porcine relaxin response, buffer zero. Potency, µM (doses to about 57.5 µM), inactives show at the top dose activation, hits mostly activators. actives 0.3% (n = 370,000). AID 2676; also: potency is read from the fitted curve at half-maximal effect; % is scaled to controls: 0 for no effect and ±100 for the full control effect; nearly all actives have a fitted effect of over 60% in size; many of its hits are not listed in these tables
Target sequence (Q9HBX9 whole entry, looked up): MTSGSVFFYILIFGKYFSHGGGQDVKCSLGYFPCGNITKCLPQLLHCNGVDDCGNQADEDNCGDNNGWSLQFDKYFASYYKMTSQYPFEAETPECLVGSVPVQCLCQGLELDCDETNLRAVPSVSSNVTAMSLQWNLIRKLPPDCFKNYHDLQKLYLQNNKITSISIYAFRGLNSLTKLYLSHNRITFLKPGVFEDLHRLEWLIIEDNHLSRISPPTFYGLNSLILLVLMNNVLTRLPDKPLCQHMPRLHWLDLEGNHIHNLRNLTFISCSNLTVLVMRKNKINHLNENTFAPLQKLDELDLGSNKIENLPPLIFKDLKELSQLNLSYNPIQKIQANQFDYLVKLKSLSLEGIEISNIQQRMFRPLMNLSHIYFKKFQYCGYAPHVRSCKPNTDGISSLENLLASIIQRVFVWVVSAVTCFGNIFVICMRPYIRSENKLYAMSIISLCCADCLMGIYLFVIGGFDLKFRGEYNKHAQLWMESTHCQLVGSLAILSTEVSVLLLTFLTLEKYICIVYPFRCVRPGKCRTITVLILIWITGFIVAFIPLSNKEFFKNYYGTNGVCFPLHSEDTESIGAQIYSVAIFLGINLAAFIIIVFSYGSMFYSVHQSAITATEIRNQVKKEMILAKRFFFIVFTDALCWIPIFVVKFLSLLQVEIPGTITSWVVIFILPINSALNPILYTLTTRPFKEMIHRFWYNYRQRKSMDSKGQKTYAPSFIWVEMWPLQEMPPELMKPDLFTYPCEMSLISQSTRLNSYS
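HEK293T cells stably expressing RXFP1 were pretreated with the PDE4 inhibitor Ro 20174, exposed to compounds for 30 min at 37C, lysed, and cAMP was read by TR-FRET. Data normalized to buffer (basal) and 29 nM porcine relaxin (100%).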
GRP78 ERSR act – induces the endoplasmic reticulum stress response in human glioma cells. actives 0.02% (n = 420,000). Potency, µM, for the others: at the top dose activation, actives largely listed as activators. AID 602332. U87-MG GRP78 promoter luciferase reporter, 16 h; also: potency is read from the fitted curve at half-maximal effect; series mostly up to about 76 µM; % of control where 0% means no effect; nearly all actives have a fitted effect of over 35% in size
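ERSR induction read as luciferase luminescence (Bright-Glo, 10 min at room temperature) in stably transfected human U87-MG glioma cells exposed to compounds for 16 h, using GRP78 as sensor.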
TrxR1 substrate – rat thioredoxin reductase 1 substrate activity. purified TrxR1 substrate turnover, NADPH consumption readout. Potency, µM (series often up to 114 µM), for inactives: top-dose activity change, negative = substrate turnover. actives 0.01% (n = 390,000); also: potency is read from the fitted curve at half-maximal effect; % is scaled to controls: 0 for no effect and ±100 for the full control effect; nearly all actives have a fitted effect of over 50% in size
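Rat TrxR1, dispensed at 90 nM, was prereduced with 400 uM NADPH (final) for 5 min at ~22 deg C, then incubated with compound 15 min before 400 uM selenite. A first-read NADPH fluorescence drop versus no-compound background flagged substrates.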
USP1-UAF1 inh – USP1/UAF1 (human) deubiquitinase inhibition; O94782; recombinant USP1/UAF1, Ub-Rhodamine cleavage fluorescence; Potency, µM (highest dose often 57.1 µM), inactives show top-dose activity change, negative = inhibition, actives largely listed as inhibitors; actives 0.23% (n = 390,000); AID 743255; also: potency is read from the fitted curve at half-maximal effect; % is scaled to controls: 0 for no effect and ±100 for the full control effect; nearly all actives have a fitted effect of over 60% in size; inactives centre near -12
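1 nM enzyme complex + cpd, 15 min RT; start with Ub-Rho 150nM final; kinetic fluorescence ex 480/em 540, 6 reads q60 s. Buffer 50mM HEPES pH 7.8, 0.5mM EDTA, 0.1 mg/ml BSA, 1mM TCEP, 0.01% Tween-20.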
LDHA inh – LDHA (human) enzyme inhibition; actives 0.15% (n = 480,000); AID 1347041; purified LDHA, NADH/diaphorase-resazurin fluorescence; stronger effect = lower value; activity change, % (values are at about 110 or 230 µM); in the data active = activity change below about -30%; inconclusive = mostly about -25% to -30%;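 also: plate controls were DMSO wells for no effect and wells without enzyme for full effect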
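Human LDH5 (2 nM) was incubated with 0.06 mM NADH and 0.2 mM pyruvate for 5 min at room temperature in Tris pH 7.4. Remaining NADH was coupled through diaphorase/resazurin, and resorufin fluorescence was read at 0 and 20 min.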
mIDH1 inhibitor – inhibitors of human mutant IDH1 R132H; Potency, µM (top dose mostly 76.6 µM), inactives show at the highest dose activity change, negative = inhibition, most hits filed as inhibitors; O75874; IDH1-R132H enzyme, NADPH consumption, diaphorase/resazurin fluorescence; actives 0.093% (n = 390,000); also: potency is read from the fitted curve at half-maximal effect; % is scaled to controls: 0 for no effect and ±100 for the full control effect; nearly all actives have a fitted effect of over 65% in size
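IDH1-R132H (0.5 ug/mL dispensed) in pH 7.5 Tris buffer was preincubated 30 min with compound, then given a substrate mix of 0.016 mM NADPH and 2 mM alpha-KG for 80 min at room temperature; remaining NADPH was read by diaphorase/resazurin fluorescence.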
An asterisk follows results filed as active; ? = inconclusive; nt = no result given; & = joins results of further samples; [ ] = remark or other dose. Unless noted, calls follow the shape of the dose curve; as a rule, active = well fitted curve in the direction sought with a large enough effect; inconclusive = small, poorly fitted or top-dose-only effect, or another doubt; inactive = no such curve, though single readings can be large; an effect the other way counts as inactive or inconclusive. A portion of the library; count on the stated rates, not on these rows.

Each structure is followed by: Vif-A3G inh	Vif-A3F inh	PI4K2A inh	RXFP1 agonist	GRP78 ERSR act	TrxR1 substrate	USP1-UAF1 inh	LDHA inh	mIDH1 inhibitor
- CC(C)NS(=O)(=O)c1ccc(OCC(=O)N2CCN(C)CC2)cc1
  3%	2%	-10	0.1%	-3%	6%[57.1 µM]	-17%	-13	-8%
- CCC[N+]12CCC(CC1)C(=C(c1ccccc1)c1ccccc1)C2
  1%	-8%	-3	-0.4%	-5%	-6%	-6%	3&-5	4%
- C[C@@H]1O[C@@H](O[C@H]2C[C@@H](O)[C@]3(CO)[C@H]4[C@H](O)C[C@]5(C)[C@@H](C6=CC(=O)OC6)CC[C@]5(O)[C@@H]4CC[C@]3(O)C2)[C@H](O)[C@H](O)[C@H]1O
  -5%	-5%	6&-3&-3	-1.0%&-1.3%	-9%&-5%	4%[57.1 µM]	-22%	-10	-5%
- COC(=NC1CCCC1)C(O)c1c[nH]c2ccccc12 (configuration not stated)
  -1%	-5%	0	2.1%	-3%	-5%	-12%	3	0%
- CN1C(=O)C(=Cc2ccc(Sc3ccccc3)o2)C(=O)N(C)C1=S
  -3%	?	-6	nt	-4%	-3%	-17%	2	-10%
- CN1C(=O)NC(=O)C2(Cc3ccccc3N3CCOCC32)C1=O (configuration not stated)
  0%	-18%	-1	0.1%	-1%	3%	-9%	-11	5%
- O=C(CCc1ccccc1)N1Cc2cc(-c3cccc(F)c3)ccc2-n2nncc2C1
  -10%	nt	-1	nt	-3%	nt	nt	-7	nt
- O=c1[nH]c(=S)[nH]c(O)c1N=Nc1cccc(S(=O)(=O)N2CCOCC2)c1
  -1%	7%	1	4.5%	-1%	-13%	-23%	-3	4%
- c1cncc(CNCCN2CCNCC2)c1
  -1%	-16%	1	nt	-2%	12%[57.1 µM]	0%	-5	1%
- O=C(c1cc2cc(F)ccc2[nH]1)N1CCC2(CC1)OCCO2
  0%	-1%	-6	4.5%	2%	0%	-6%	-6	-11%
- COC(=O)C1=C(c2ccc(F)cc2OCc2ccccc2)C[C@@H]2CC[C@H]1N2C(=O)NCc1ccc(C)cc1
  2%	4%	-3	0.1%	-3%	6%[57.1 µM]	-14%	-5	2%
- O=[N+]([O-])c1ccc2nc(N3CCNCC3)ccc2c1
  2%	1%	7&-8	nt	0%&-2%&-1%	5%[57.1 µM]	-21%	5	-8%
- CC(C)c1ccc(O)c(CN2CCN(c3ccccc3)CC2)c1
  0%	7%	-4	-1.7%	1%	3%	0%	-1	1%
- COc1ccc(-c2cc(=O)oc3c(C)c(OC(C)C(=O)N4C[C@H]5C[C@@H](C4)c4cccc(=O)n4C5)ccc23)cc1 (some centres not stated)
  -5%	8%	-2	-1.0%	0%	-4%	1%	-4	-10%
- O=C1NC(=O)N(CCC2=CCCCC2)C(=O)/C1=C\c1cccs1
  -10%	2%	-15	-0.2%	-6%	2%	-4%	2	3%
- Cc1cccc(OCC(=O)Nc2cc(-c3ccccc3F)nn2-c2ccccc2)c1
  -4%	2%	0	?	-4%	-2%[57.1 µM]	-14%	-4	-4%
- CCOc1ccc(C=C2C(=O)NC(=S)NC2=O)cc1OCC
  -1%	-23%	-2	nt	-4%	8%[57.1 µM]	2%	3	-3%
- C[C@@H]1CC[C@H]2[C@@H](C)C(=O)O[C@@H]3O[C@@]4(C)CC[C@@H]1[C@]32OO4
  -1%	-3%	-2&-1	1.4%	0%	1%	?	3	1%
- O=C1CN=C(c2ccc(F)cc2)c2oc3ccccc3c2N1
  2%	1%	-1	0.7%	-4%	4%	-14%	1	5%
- C[C@@H]1O[C@@H](O[C@@H]2C=C3CC[C@@H]4[C@@H](CC[C@]5(C)[C@H](c6ccc(=O)oc6)CC[C@@]45O)[C@@]3(C)CC2)[C@H](O)[C@H](O)[C@H]1O
  -9%	nt	nt	nt	-6%	4%	nt	-2	nt
- CC(=O)Nc1ccccc1C(=O)OCc1ccc(F)cc1
  3%	-1%	0	0.8%	4%	-2%	-13%	-7	1%
- C=C(CC1CC(O)[C@]2(C)OC3CC4OC5C[C@]6(C)O[C@]7(C)CCC8OC9C[C@]%10(C)OC%11C(C)=CC(=O)OC%11CC%10OC9C[C@@H](C)C8OC7CC6O[C@]5(C)C/C=C\C4OC3CC2O1)C(=O)O (some centres not stated)
  0%	11%	-3	1.5%	-4%	8%[57.1 µM]	-4%	2	-7%
- Fc1ccc(N2CCN(Cc3cc4c(cc3Br)OCO4)CC2)cc1
  -4%	-3%	0	-0.3%	-6%	-7%[57.1 µM]	-3%	-5	1%
- Cc1cccc(N2C(=O)NC(=O)/C(=C\c3ccc4c(c3)CCCN4Cc3ccccc3)C2=O)c1
  -1%	0%	-3	-1.8%	-4%	11%[57.1 µM]	-27%	-4	52µM*
- N/C(=N\[N+](=O)[O-])N1CCN(C(=O)Oc2ccccc2)CC1
  1%	0%	-1	3.7%	-1%	-8%	-4%	-9	8%
- c1ccc2oc(N3CCNCC3)nc2c1
  1%	-18%	6	-0.2%	-2%	-2%	-1%	-4	-1%

Part of the list above, reformatted.
> Cc1cccc(OCC(=O)Nc2cc(-c3ccccc3F)nn2-c2ccccc2)c1
  Vif-A3G inh = -4%	Vif-A3F inh = 2%	PI4K2A inh = 0	RXFP1 agonist = ?	GRP78 ERSR act = -4%	TrxR1 substrate = -2%[57.1 µM]	USP1-UAF1 inh = -14%	LDHA inh = -4	mIDH1 inhibitor = -4%
> CCOc1ccc(C=C2C(=O)NC(=S)NC2=O)cc1OCC
  Vif-A3G inh = -1%	Vif-A3F inh = -23%	PI4K2A inh = -2	RXFP1 agonist = nt	GRP78 ERSR act = -4%	TrxR1 substrate = 8%[57.1 µM]	USP1-UAF1 inh = 2%	LDHA inh = 3	mIDH1 inhibitor = -3%
> C[C@@H]1CC[C@H]2[C@@H](C)C(=O)O[C@@H]3O[C@@]4(C)CC[C@@H]1[C@]32OO4
  Vif-A3G inh = -1%	Vif-A3F inh = -3%	PI4K2A inh = -2&-1	RXFP1 agonist = 1.4%	GRP78 ERSR act = 0%	TrxR1 substrate = 1%	USP1-UAF1 inh = ?	LDHA inh = 3	mIDH1 inhibitor = 1%

Some of these compounds in order of formula weight, ascending.
Each structure is followed by: Vif-A3G inh	Vif-A3F inh	PI4K2A inh	RXFP1 agonist	GRP78 ERSR act	TrxR1 substrate	USP1-UAF1 inh	LDHA inh	mIDH1 inhibitor
- N/C(=N\[N+](=O)[O-])N1CCN(C(=O)Oc2ccccc2)CC1
  1%	0%	-1	3.7%	-1%	-8%	-4%	-9	8%
- Fc1ccc(N2CCN(Cc3cc4c(cc3Br)OCO4)CC2)cc1
  -4%	-3%	0	-0.3%	-6%	-7%[57.1 µM]	-3%	-5	1%
- O=c1[nH]c(=S)[nH]c(O)c1N=Nc1cccc(S(=O)(=O)N2CCOCC2)c1
  -1%	7%	1	4.5%	-1%	-13%	-23%	-3	4%

Copied from above, two compounds:
Each structure is followed by: Vif-A3G inh	Vif-A3F inh	PI4K2A inh	RXFP1 agonist	GRP78 ERSR act	TrxR1 substrate	USP1-UAF1 inh	LDHA inh	mIDH1 inhibitor
- N/C(=N\[N+](=O)[O-])N1CCN(C(=O)Oc2ccccc2)CC1
  1%	0%	-1	3.7%	-1%	-8%	-4%	-9	8%
- c1ccc2oc(N3CCNCC3)nc2c1
  1%	-18%	6	-0.2%	-2%	-2%	-1%	-4	-1%
